TRPV1 ag: HTS Assay for Compounds that Act as Agonists of the Vanilloid Receptor 1. Transient receptor potential cation channel subfamily V member 1 (Homo sapiens), Q8NER1. TRPV1-expressing cells, Fluo-8 calcium influx, agonist mode. activation, % at 8.33 µM. actives 0.19% (n = 320,000). AID 540275, 2011; in the data active = activation above about 80%; inconclusive = between about 30% and that limit; also: 0% is about no effect
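Cells expressing TRPV1 were dye-loaded with Fluo-8 and read kinetically: 10 s baseline, 3 min after compound (agonist portion), then 2 min after EC20 capsaicin (allosteric enhancer portion). Calcium-bound dye fluorescence at 480/520 nm.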
FLuc modulator: qHTS profiling assay for firefly luciferase inhibitor/activator using purifed enzyme and Km concentrations of substrates (counterscreen for miR-21 project); purified FLuc, Km substrates, luminescence inhibition; Potency, µM (series often up to 57.5 µM), without a hit: top-dose activity change, negative = inhibition, actives largely listed as inhibitors; actives 6.9% (n = 360,000); AID 588342, 2011;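 also: potency is read from the fitted curve at half-maximal effect; plate controls were vehicle for no effect and reference inhibitor for full effect; nearly all actives have a fitted effect of over 55% in size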
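Purified P. pyralis luciferase, 10 nM final, with Km-level 10 uM D-luciferin and 10 uM ATP in 50 mM Tris acetate pH 7.5, 10 mM Mg acetate, 0.01% Tween-20, 0.05% BSA; 6-point qHTS titration about 60 µM downward; luminescence read.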
BRCA1 expr act: qHTS Assay to Identify Small Molecule Activators of BRCA1 Expression; MCF7-BRCA1-FFLuc reporter, luminescence, 48 h; response scale: scaled: vehicle 0%, 10 µM genistein 100%; Potency, µM (top dose mostly 46.1 µM), inactives show top-dose activation, most hits filed as activators; actives 1.1% (n = 380,000); AID 624202, 2012; also: potency is read from the fitted curve at half-maximal effect; nearly all actives have a fitted effect of over 80% in size; some results filed as inactive show a strong effect at the top dose
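Compounds are tested at multiple concentrations on MCF7 BRCA1-luciferase reporter cells seeded at 2000 per well; after 48 h, a single luminescence end-point is taken and curves fitted to the normalized data.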
RORg inh: qHTS for inhibitors of ROR gamma transcriptional activity | Nuclear receptor ROR-gamma (Mus musculus), P51450 | Drosophila S2 Gal4-RORgamma UAS-luciferase reporter, 20 h | Potency, µM (highest dose often 53.6 µM), without a hit: at the highest dose activity change, negative = inhibition, actives largely listed as inhibitors | actives 5.4% (n = 310,000) | AID 2551, 2010; also: potency is read from the fitted curve at half-maximal effect; % is scaled to controls: 0 for no effect and ±100 for the full control effect; nearly all actives have a fitted effect of over 60% in size
Target sequence (P51450 whole entry, looked up, the tested form may be a part): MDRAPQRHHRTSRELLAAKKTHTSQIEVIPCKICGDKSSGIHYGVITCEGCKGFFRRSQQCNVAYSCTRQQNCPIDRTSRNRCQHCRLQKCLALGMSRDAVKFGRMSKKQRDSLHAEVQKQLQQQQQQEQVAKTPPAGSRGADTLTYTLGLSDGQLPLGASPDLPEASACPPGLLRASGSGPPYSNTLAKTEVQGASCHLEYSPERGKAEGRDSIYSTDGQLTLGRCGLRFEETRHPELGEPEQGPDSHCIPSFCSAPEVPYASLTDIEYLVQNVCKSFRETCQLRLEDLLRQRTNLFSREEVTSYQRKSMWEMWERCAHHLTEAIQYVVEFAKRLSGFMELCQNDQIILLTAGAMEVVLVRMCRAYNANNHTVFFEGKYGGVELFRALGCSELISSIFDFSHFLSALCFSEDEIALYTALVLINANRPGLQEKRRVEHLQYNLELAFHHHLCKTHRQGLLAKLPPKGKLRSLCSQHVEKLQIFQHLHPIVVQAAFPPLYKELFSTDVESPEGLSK
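Drosophila Schneider cells stably carrying a metallothionein-driven Gal4 DBD–ROR gamma fusion and a UAS-Photinus luciferase reporter were exposed to compound for 1 hr, then induced with copper sulfate (700 uM final) for 20 hr at ambient temperature before luminescence reading.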
ELG1 repair inh: qHTS screen for small molecules that inhibit ELG1-dependent DNA repair in human embryonic kidney (HEK293T) cells expressing luciferase-tagged ELG1; Potency, µM (top dose mostly 46.1 µM), for the others: at the highest dose activity change, negative = inhibition, usual class: inhibitors; actives 2.3% (n = 330,000); AID 504467, 2011; HEK293T ELG1-luciferase reporter, luminescence, 16 h; DNA damage induced by 5-fluorouridine; also: potency is read from the fitted curve at half-maximal effect; % is scaled to controls: 0 for no effect and ±100 for the full control effect; nearly all actives have a fitted effect of over 55% in size
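HEK293T cells expressing luciferase-tagged ELG1 (2,000/well) received 5-Fluorouridine plus compound or DMSO for 16 hr at 37 °C. Luciferase was read by ONE-Glo luminescence after 30 min at room temperature.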
NPC1 prom act: qHTS Assay for NPC1 Promoter Activators. actives 2.4% (n = 320,000). AID 485313, 2010. Huh7 NPC1 promoter luciferase reporter, 24 h. Potency, µM (highest dose often 9.22 µM), inactives show at the highest dose activation, most hits filed as activators;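 also: potency is read from the fitted curve at half-maximal effect; % of control where 0% means no effect; nearly all actives have a fitted effect of over 60% in size; reporter is driven by a mutant NPC1 promoter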
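Luminescence from an NPC1 promoter-driven luciferase reporter in stably transfected Huh7 cells was measured after 24 h compound treatment at 37 °C, followed by 10 min ambient incubation with luciferase detection reagent.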
Gal4-VP16 FLuc: VP16 counterscreen qHTS for inhibitors of ROR gamma transcriptional activity | Drosophila S2 Gal4-VP16 UAS-luciferase, luminescence, 20 h | Potency, µM (highest dose often 53.6 µM), without a hit: at the top dose activity, negative = inhibition, usual class: inhibitors | actives 3.5% (n = 310,000) | AID 2546, 2010;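 also: Gal4-VP16 expression switched on by copper sulfate through the metallothionein promoter; potency is read from the fitted curve at half-maximal effect; % is scaled to controls: 0 for no effect and ±100 for the full control effect; nearly all actives have a fitted effect of over 50% in size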
Tb PFK inh: qHTS Assay to Find Inhibitors of T. brucei phosphofructokinase; Potency, µM (doses to about 57.5 µM), inactives show at the top dose activity, negative = inhibition, hits mostly inhibitors; T. brucei PFK, ADP-Glo luminescence; ATP-dependent 6-phosphofructokinase (Trypanosoma brucei brucei), O15648; actives 0.17% (n = 330,000);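 also: potency is read from the fitted curve at half-maximal effect; 0% = uninhibited 1x PFK enzyme wells and -100% = no-enzyme wells; nearly all actives have a fitted effect of over 60% in size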
Target sequence (O15648 whole entry, looked up): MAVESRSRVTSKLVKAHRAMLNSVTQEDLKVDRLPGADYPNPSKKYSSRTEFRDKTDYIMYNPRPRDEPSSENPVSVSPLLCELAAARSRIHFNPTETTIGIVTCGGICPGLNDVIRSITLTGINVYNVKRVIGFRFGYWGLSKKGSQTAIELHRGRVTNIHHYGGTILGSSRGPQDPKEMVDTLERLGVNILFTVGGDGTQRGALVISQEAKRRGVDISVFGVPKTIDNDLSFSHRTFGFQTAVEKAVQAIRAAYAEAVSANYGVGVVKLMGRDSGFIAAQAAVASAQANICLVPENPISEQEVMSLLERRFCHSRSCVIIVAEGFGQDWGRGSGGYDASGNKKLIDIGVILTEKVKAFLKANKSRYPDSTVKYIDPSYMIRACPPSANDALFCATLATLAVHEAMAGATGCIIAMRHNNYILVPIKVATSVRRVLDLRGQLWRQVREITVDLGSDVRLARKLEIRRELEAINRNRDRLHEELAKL
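Luminescent ADP detection (ADP-Glo, two-step: ATP depletion then ADP-to-ATP conversion for luciferase) reported PFK activity after 45 min room-temperature reaction of 1.25 nM enzyme with 0.5 mM F6P and 0.1 mM ATP at pH 8.0.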
ELG1 genotoxic: qHTS screen for small molecules that induce genotoxicity in human embryonic kidney (HEK293T) cells expressing luciferase-tagged ELG1; HEK293T ELG1-luciferase reporter, luminescence, 16 h; Potency, µM (titrated, usually from 46 µM), inactives show at the highest dose activity change, positive = activation, actives largely listed as activators; actives 1.3% (n = 330,000); also: potency is read from the fitted curve at half-maximal effect; % of control where 0% means no effect; nearly all actives have a fitted effect of over 60% in size
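ELG1-luciferase HEK293T cells, 2,000/well; compound pinned in; 16 hr, 37 °C, 5% CO2; ONE-Glo, 30 min RT; luminescence on CCD imager.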
Rab9 prom act: qHTS Assay for Rab9 Promoter Activators | Huh7 Rab9 promoter-luciferase reporter, luminescence, 24 h | Potency, µM (highest dose often 9.22 µM), for inactives: top-dose activation, negative = inhibition, actives largely listed as activators | actives 2.8% (n = 320,000) | AID 485297, 2010; also: potency is read from the fitted curve at half-maximal effect; % of control where 0% means no effect; nearly all actives have a fitted effect of over 60% in size
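Huh7 cells stably carrying Rab9 promoter–luciferase reporter, plated 1500 cells/well, compound added after 2 h and incubated 24 h at 37 °C; luciferase luminescence then read after 10 min with detection reagent.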
p53 reactivation: qHTS assay for re-activators of p53 using a Luc reporter | H1299 p53-A138V BP100-luciferase reporter, luminescence, 24 h | Potency, µM (highest dose often 92.2 µM), for the others: at the highest dose activity change, positive = activation, usual class: activators | actives 0.063% (n = 320,000) | AID 504706, 2011; also: potency is read from the fitted curve at half-maximal effect; % of control where 0% means no effect; nearly all actives have a fitted effect of over 45% in size
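p53-null H1299 cells stably carrying temperature-sensitive p53-A138V and a BP100-luciferase reporter were pinned with compounds (4-point, 1:5 series) and held 24 hrs at 37 deg C. Luminescence was read 10 min after detection reagent.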
Active calls of the source: *; u = inconclusive; x = not tested or not shown; [ ] = another dose, or the depositor's remark. Unless noted, calls follow the shape of the dose curve; as a rule, active = well fitted curve in the direction sought with a large enough effect; inconclusive = small, poorly fitted or top-dose-only effect, or another doubt; inactive = no such curve, though single readings can be large; an effect the other way counts as inactive or inconclusive.

SMILES	TRPV1 ag	FLuc modulator	BRCA1 expr act	RORg inh	ELG1 repair inh	NPC1 prom act	Gal4-VP16 FLuc	Tb PFK inh	ELG1 genotoxic	Rab9 prom act	p53 reactivation
CN1CCc2c(sc(/N=C/c3c[nH]c4ccccc34)c2C#N)C1	15	1.3µM*	26%	26%	u	17%	-16%	3%	u	2.8µM*	13%
COc1ccc(C)cc1Nc1ccc(C(=O)O)cc1[N+](=O)[O-]	0	u	-7%	-32%	-12%	-4%	29%	4%	0%	5%	-5%
Cc1cc(Cl)ccc1NC(=O)NC1CCN(S(=O)(=O)c2ccc(F)cc2)CC1	0	-2%	-42%	26%	-26%	2%	-14%	-17%	-8%	1%	0%
C=CCN(CC=C)C(=O)c1ccc2nc(Cc3ccc(OC)c(OC)c3)oc2c1	u	-10%	25%	u	u	-14%	13µM*	-16%	3%	-21%	1%
N#CCCN(C(=S)Nc1ccc(S(=O)(=O)N2CCOCC2)cc1)c1ccccc1F	2	0%	-1%	x	-1%	4%	x	-1%	0%	-3%	-6%
Cc1ccc(OC(=O)c2cc3ccccc3o2)cc1	6	0.76µM*	10%	19%	u	-2%	-4%	-4%	-5%	3%	1%
O=c1[nH]c2cc3c(cc2cc1CN(CCN1CCOCC1)C(=S)NCC1CCCO1)OCO3 (stereo not given)	-1	0%	-10%	-14%	u	-5%	-1%	-1%	3%	-2%	-3%
CC(NC(=O)COC(=O)c1ccc(CO)cc1)C1CC2CCC1C2 (stereo not given)	3	6%	-3%	x	20%	-1%	x	1%	7%	-5%	-1%
COc1ccccc1NC(=O)c1sc2ncn(Cc3cccc4ccccc34)c(=O)c2c1C	1	-1%	-68%	-4%	-2%	1%	-16%	-8%	2%	-1%	-5%
O=C(O)c1cc(NS(=O)(=O)c2cccs2)cc(NS(=O)(=O)c2cccs2)c1	1	2%	1%	x	27%	-3%	x	u	2%	-1%	-14%
Cc1ccc(NC(=O)CN2C(=O)S/C(=C\c3cccn3-c3cccc(C(=O)O)c3)C2=O)cc1C	0	u	2%	23%	0%	1%	5%	-19%	-1%	-6%	-8%
CCOC(=O)c1c(NC(=O)C2c3ccccc3Oc3ccccc32)sc(C(C)=O)c1C	-2	-1%	-73%	u	-2%	-1%	u	5%	-3%	-42%[inhibitor]	4%
O=C1C=C(N2CCOCC2)c2ccccc2C1=O	2	2%	-101%[inhibitor]	4µM*	u	-37%[inhibitor]	3.2µM*	-4%	-23%	-51%[inhibitor]	x
Cc1ccccc1-c1nc(CN2CCC(C(=O)NCCC3=CCCCC3)CC2)c(C)o1	19	-1%	-2%[1.84 µM]	10%	u	1%	-6%	-1%	-7%	-4%	-52%[inhibitor]
CCOCCCNC(=O)C(NC(=O)CC1NC(=O)NC1=O)c1ccc(Cl)cc1 (stereo not given)	0	1%	-3%	-18%	4%	-3%	-8%	0%	-1%	-5%	-19%
O=C(Nc1ccc(F)cc1F)N1CCN(C/C=C/c2ccccc2)CC1	24	4%	0%	36%	-11%	0%	4%	1%	-1%	-5%	-5%
O=c1c2c(-c3ccc(Cl)cc3)csc2ncn1/N=C/c1cccc([N+](=O)[O-])c1O	-7	u	-40%	u	-15%	-4%	u	4%	-1%	-9%	-1%
CC(C)n1cc(CNC(=O)C2CCC(=O)N(Cc3ccccc3F)C2)cn1 (stereo not given)	0	2%	0%	-2%	2%	-2%	-1%	1%	0%	-1%	4%
Cc1cc(C(=O)Nc2cccc(-c3ccc(N4CCOCC4)nn3)c2)ccc1[N+](=O)[O-]	23	2.7µM*	45%	x	u	u	x	-9%	0%	u	2%
O=S(=O)(NC1CC2CCC1C2)c1ccc(Br)cc1 (stereo not given)	8	3%	-2%	5%	8%	-5%	-17%	2%	-2%	-1%	u
CC(=O)c1ccc(-n2c(-c3cc(-c4ccsc4)n[nH]3)n[nH]c2=S)cc1	0	u	6%	u	9%	-4%	u	-7%	11%	0%	2%
CCOC(=O)CC(NC(=O)c1cc2cccc(OC)c2oc1=O)c1cccc([N+](=O)[O-])c1 (stereo not given)	-4	2%	-3%	9%	-10%	-1%	-8%	-3%	-1%	-1%	14%
COCC(=O)N=Nc1c(O)[nH]c2ccccc12	-2	1%	-5%	u	10%	8%	u	0%	0%	-3%	1%
NC(=O)CSc1nnc(-c2ccncc2)n1CCc1ccccc1	-1	-2%	4%	0%	0%	-1%	-9%	4%	2%	-4%	0%
C=CCn1c(SCCN2C(=O)c3ccccc3C2=O)nc2scc(-c3ccccc3)c2c1=O	1	1%	1%[1.84 µM]	2%	7%	-6%	-4%	-4%	10%	0%	8%
CN(C)C(CNC(=O)C1CCN(S(=O)(=O)c2cccc(Cl)c2Cl)CC1)c1ccccc1 (stereo not given)	-1	-1%	-14%	33%	-1%	-4%	-8%	0%	-1%	-1%	0%
O=c1[nH]c(CSc2nnnn2-c2ccccc2)nc2ccccc12	-2	6%	-4%	17%	-20%	-3%	-6%	-5%	-2%	-2%	-3%
S=C(Nc1cccc(Cl)c1)N(CCCN1CCCC1)Cc1cccn1Cc1ccc(Cl)cc1	7	2%	-96%	18µM*	-13%	-4%	u	-9%	-1%	-4%	13%
Cc1ccc(NC(=O)[C@@H](NC(=O)c2cccc(S(=O)(=O)N3CCOCC3)c2)C(C)C)cc1C	u	2%	-18%	6%	-19%	-2%	-17%	5%	-3%	-1%	5%
Cc1c(NC(=O)C2CCN(S(=O)(=O)c3ccccc3)CC2)c(=O)n(-c2ccccc2)n1C	2	5%	-3%	0%	0%	-3%	1%	-4%	2%	-1%	0%
COc1cccc(OCC(=O)Nc2ccc(OC)c(OC)c2)c1	2	3%[2.3 µM]	-15%	23%	u	5%	u	5%	-5%	1%	10%
Cc1ccc(/C=N/NC(=O)c2ccc(-n3cccc3)cc2)o1	10	-2%	15%	18µM*	-3%	1%	u	0%	1%	8%	-2%
CCOC(=O)C1CCCN(CCC(C)c2ccccc2)C1 (stereo not given)	0	-2%[2.3 µM]	8%	1%	18%	1%	-7%	-5%	-3%	2%	-3%
O=C(N/N=C\c1cccnc1)C1c2ccccc2Oc2ccccc21	4	1%	-8%	9%	-5%	0%	-2%	-1%	-3%	-9%	-4%
O=C(NCc1ccco1)C(C(=O)c1ccc(F)cc1)n1ccccc1=O (stereo not given)	-3	-7%	5%	-9%	1%	1%	-3%	2%	-6%	13%	-1%
CC(=O)Nc1ccc(NC(=O)c2ccco2)cc1	-2	u	69%	-4%	u	22%	7%	-2%	u	u	10%
Cc1ccc(S(=O)(=O)N(C)c2c(C)ccc(S(=O)(=O)NC(C)(C)C)c2C)cc1	4	-1%	-10%	-34%	u	-13%	-8%	-1%	-7%	-2%	-2%
O=C(CNC(=O)c1cccc(Cl)c1)N/N=C/c1cccnc1	3	-1%	-4%	1%	1%	-3%	2%	-3%	6%	-4%	-3%
Cc1ccccc1NC(=S)Nc1cccc([N+](=O)[O-])c1	6	1%	24%	-34%	0%	-3%	-2%	u	0%	6%	2%
O=C(CN1C(=O)c2ccccc2S1(=O)=O)N1CCN(c2ccccc2)CC1	-4	-15%	3%	16%	7%	6%	-6%	-4%	-1%	14%	16%
Nn1c(SCC(=O)Nc2ccccc2F)nnc1C1CCCCC1	1	9%	3%	7%	21%	-1%	4%	0%	2%	3%	0%
Cc1sc(NC(=O)c2cccs2)nc1-c1ccccc1	27	11µM*	11%	u	u	25%	-14%	1%	1%	u	u
COc1ccc(CCNC(=O)C2CCCN(c3nc(C)cc(C)n3)C2)cc1 (stereo not given)	24	-5%	1%	22%	5%	-2%	7%	-1%	-2%	2%	0%
Cc1cc(C)n(-c2ccc(C(=O)Oc3ccc4c(c3)OCO4)cc2)n1	-6	u	-7%	40%	6%	-4%	1%	-2%	9%	-3%	-1%
CCCc1nc2ccccc2c(=O)n1/N=C/c1ccc(O)c(O)c1	-1	2%	-18%	-5%	u	-9%	-1%	1%	-3%	-10%	15%

High-throughput results: PubChem BioAssay, National Center for Advancing Translational Sciences (NCATS)
